NFkB transloc pot – enhances IL-1B driven NFkB nuclear translocation; AID 819; HUVEC IL-1B NFkB p65 nuclear translocation imaging; activation, % at 2 µM; hit rate 0.3% among 94,000;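 active = activation above 40%, about the mean plus 3 SD, also judged a hit on visual image review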;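 note: percent activation is computed from the nuclear over cytoplasmic p65 intensity ratio; values of inactives mirror those of a sister screen read the other way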
MRP resist rev – compounds reversing MRP-mediated drug resistance | hit rate 0.04% among 85,000 | H69AR cells + 2 uM doxorubicin, CellTiter-Glo, 72 h | differential viability (reversal), % at 10 µM | AID 602;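 active = viability drop by adding the cancer drug above about 55%, with treated viability meeting a 40% cutoff, limit read from the data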;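 note: viability without doxorubicin minus viability with 2 µM doxorubicin for each compound; larger differential means the compound sensitizes cells more to doxorubicin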
NFkB transloc inh – blocks IL-1B driven NFkB nuclear translocation in HUVEC cells. HUVEC IL-1B NFkB p65 nuclear translocation imaging. inhibition, % at 2 µM. hit rate 0.43% among 94,000;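 active = inhibition above about 30% together with a positive call from visual inspection of the well image, limit read from the data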;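 note: nuclear over cytoplasmic p65 intensity ratio measured by imaging; 0% = IL-1B stimulated DMSO wells and 100% = unstimulated DMSO wells; values of inactives mirror those of a sister screen read the other way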
Bcl-B TR3 displacers – displacers of TR3 peptide from Bcl-B, primary screen, selectivity assay for Bfl-1 inhibitor project, biochemical, fluorescence polarization; FP displacement of FITC-TR3 peptide from Bcl-B; higher % means a stronger effect; hit rate 0.11% among 96,000; displacement, % at 20 µM; hits with a dose series show IC50 in µM;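 active = displacement above 50% at 20 µM plus a fluorescence interference ratio under 1.5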;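 note: plate controls were wells without compound for no effect and wells lacking Bcl-B protein for full effect; a part of the inactive calls stands beside numbers as strong as those of hits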
PLAP inhibition – inhibition of human placental alkaline phosphatase – biochemical, luminescence, HTS (AID 690); purified PLAP, luminescent substrate; higher % means a stronger effect; hit rate 0.08% among 96,000; one-dose inhibition, % at 20 µM; IC50 in µM for titrated hits; in the data active = a potency from the dose series; inactive = the rest, 99 in 100 with inhibition below about 30%; note: strong numbers were not always called active
MRP resist rev cytotoxicity – further read-out of MRP resist rev, marked with its call; viability, %; H69AR cells, CellTiter-Glo, 72 h; measured here: cytotoxicity without doxorubicin
MRP resist rev with doxorubicin – recorded beside MRP resist rev, whose call it bears; viability, %; measured here: viability with 2 uM doxorubicin; stronger effect = lower value
NFkB transloc inh cell count 2 µM – further read-out of NFkB transloc inh, marked with its call; cell count; measured here: cells passing quality filter;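 raw number of nuclei counted in each imaged well without normalization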
NFkB transloc pot cell count 2 µM – recorded beside NFkB transloc pot, whose call it bears; cell count; measured here: cells passing quality filter
Active calls of the source: *; . = not tested or not shown. A portion of the library (hit frequency here may not be typical).

Labels used below: A = NFkB transloc pot; B = NFkB transloc pot cell count 2 µM; C = MRP resist rev; D = MRP resist rev cytotoxicity; E = MRP resist rev with doxorubicin; F = NFkB transloc inh; G = NFkB transloc inh cell count 2 µM; H = Bcl-B TR3 displacers; I = PLAP inhibition
#1 CCOC(=O)C1(C)NC(c2ccccc2F)C2C(=O)N(c3cccc(C(C)=O)c3)C(=O)C21 (configuration not stated)
  A: -2 | B: 134 | C: 5 | D: 89 | E: 84 | F: 2 | G: 134 | H: 6% | I: -14%
#2 CC(C)Sc1nnc(Nc2ccccc2)s1
  A: -6 | B: 193 | C: -4 | D: 80 | E: 84 | F: 6 | G: 193 | H: 5% | I: 24%
#3 CC(=O)c1cn(CC(=O)NCc2ccc3c(c2)OCO3)c2ccccc12
  A: 13 | B: 136 | C: 11 | D: 82 | E: 71 | F: -13 | G: 136 | H: . | I: .
#4 CCOc1ccccc1C(=O)N1CCN(c2cccc(Cl)c2)CC1
  A: -11 | B: 78 | C: -37 | D: 31 | E: 68 | F: 11 | G: 78 | H: 0% | I: -13%
#5 Cc1ccn2cc(CNS(=O)(=O)c3ccc(Cl)s3)nc2c1
  A: -4 | B: 60 | C: 9 | D: 93 | E: 83 | F: 4 | G: 60 | H: 26% | I: -110%
#6 CCC(C)(c1ccc(C(=O)OC)s1)c1ccc(C(=O)OC)s1
  A: -5 | B: 176 | C: 4 | D: 98 | E: 95 | F: 5 | G: 176 | H: -4% | I: -48%
#7 CC(=O)Nc1ccc(S(=O)(=O)N2CCN(Cc3cccnc3)CC2)cc1
  A: 10 | B: 165 | C: 21 | D: 110 | E: 90 | F: -10 | G: 165 | H: -5% | I: 15%
#8 CCC(C(=O)N1CCOCC1)n1c(C(=O)OC)cc2occc21 (configuration not stated)
  A: 8 | B: 138 | C: 12 | D: 87 | E: 75 | F: -8 | G: 138 | H: 1% | I: -13%
#9 CC1CCCC(NC(=O)COC(=O)c2ccc(S(=O)(=O)N3CCOCC3)cc2)C1C (configuration not stated)
  A: 2 | B: 114 | C: 18 | D: 103 | E: 85 | F: -2 | G: 114 | H: -2% | I: -15%
#10 COc1ccc(S(=O)(=O)N2CCC(C(=O)N3CCc4ccccc4C3)CC2)cc1Cl
  A: 32 | B: 126 | C: -40 | D: 41 | E: 81 | F: -32 | G: 126 | H: -6% | I: -89%
#11 CC1CCN(C(=O)CN2C(=O)c3ccccc3S2(=O)=O)CC1
  A: -2 | B: 124 | C: 7 | D: 101 | E: 93 | F: 2 | G: 124 | H: 0% | I: -10%
#12 COc1ccc(C(=O)N2CCN(C(=O)c3ccco3)CC2)cc1
  A: . | B: . | C: 21 | D: 98 | E: 77 | F: . | G: . | H: 7% | I: 9%
#13 Cc1cccc(NC(=S)N2CCC(N(C)CC3CCCO3)CC2)c1C (configuration not stated)
  A: 4 | B: 168 | C: 3 | D: 96 | E: 93 | F: -4 | G: 168 | H: 0% | I: -4%
#14 COc1ccc(/C=C/C(=O)c2ccccc2)cc1COc1ccccc1F
  A: -2 | B: 115 | C: . | D: . | E: . | F: 2 | G: 115 | H: 4% | I: 0%
#15 COc1ccccc1-n1cnc2cc(NS(=O)(=O)c3ccc(Br)cc3)ccc21
  A: -8 | B: 102 | C: 0 | D: 73 | E: 74 | F: 8 | G: 102 | H: -3% | I: -74%
#16 COc1ccc(NC(=O)C2CCC(=O)N2)cc1 (configuration not stated)
  A: -6 | B: 72 | C: -3 | D: 96 | E: 99 | F: 6 | G: 72 | H: 6% | I: 13%
#17 CCOCCCNC(=O)c1c(C)[nH]c(C(=O)OCC)c1C
  A: -1 | B: 78 | C: 4 | D: 92 | E: 88 | F: 1 | G: 78 | H: -2% | I: 1%
#18 O=C(NCCCn1ccnc1)Nc1ccc(Cl)c(Cl)c1
  A: 20 | B: 149 | C: . | D: . | E: . | F: -20 | G: 149 | H: 1% | I: -12%
#19 c1ccc(-c2csc3ncnc(-n4cnc5ccccc54)c23)cc1
  A: 1 | B: 162 | C: . | D: . | E: . | F: -1 | G: 162 | H: -11% | I: 7%
#20 O=C(CSc1cn(CCNC(=O)c2ccc3ccccc3c2)c2ccccc12)NCc1ccco1
  A: -3 | B: 50 | C: -18 | D: 10 | E: 28 | F: 2 | G: 50 | H: 5% | I: 14%
#21 O=S(=O)(Nc1ccc2c(c1)OCCO2)c1cnc[nH]1
  A: . | B: . | C: 8 | D: 101 | E: 93 | F: . | G: . | H: 0% | I: -12%
#22 O=S(=O)(c1ccc2ccccc2c1)N1CCN(C2CCN(Cc3ccccc3)CC2)CC1
  A: 6 | B: 188 | C: -11 | D: 66 | E: 76 | F: -6 | G: 188 | H: -2% | I: -55%
#23 COc1ccc(S(=O)(=O)n2nc(OC(=O)c3cccs3)cc2N)cc1
  A: 16 | B: 55 | C: . | D: . | E: . | F: -14 | G: 55 | H: 0% | I: -10%
#24 CN(C(=O)COC(=O)c1ccccc1Nc1ccccc1)C1CCS(=O)(=O)C1 (configuration not stated)
  A: 2 | B: 105 | C: 6 | D: 83 | E: 78 | F: -2 | G: 105 | H: 15% | I: -30%
#25 CCOC(=O)CCN(Cc1sccc1C)S(=O)(=O)c1ccc(F)cc1
  A: . | B: . | C: 9 | D: 97 | E: 88 | F: . | G: . | H: -12% | I: -24%
#26 CC(C)OC(=O)c1cc2ccccc2oc1=O
  A: -3 | B: 119 | C: 5 | D: 96 | E: 91 | F: 3 | G: 119 | H: 4% | I: -8%
#27 NS(=O)(=O)c1ccc(NC(=O)CSc2nnc(Cc3cccs3)n2-c2ccccc2)cc1
  A: 2 | B: 150 | C: 1 | D: 81 | E: 80 | F: -2 | G: 150 | H: 0% | I: -23%
#28 O=C(NCc1ccco1)c1cccc(Nc2nc3ccc(Br)cc3[nH]2)c1
  A: 10 | B: 169 | C: . | D: . | E: . | F: -10 | G: 169 | H: 0% | I: -44%
#29 O=C(COc1ccccc1O)N1CCN(C(=O)c2ccco2)CC1
  A: 2 | B: 85 | C: 4 | D: 104 | E: 100 | F: -2 | G: 85 | H: 9% | I: 21%
#30 COc1ccc(C(=O)Nc2ccc(NC(=O)c3ccco3)c(Cl)c2)cc1OC
  A: 14 | B: 79 | C: 3 | D: 92 | E: 89 | F: -14 | G: 79 | H: -5% | I: -4%
#31 O=C(Nc1ccc(Cl)c(Cl)c1)OCc1cnc(Cl)s1
  A: 0 | B: 157 | C: 1 | D: 72 | E: 71 | F: 0 | G: 157 | H: 2% | I: 2%

For convenience, 9 of the compounds above:
Labels used below: A = NFkB transloc pot; B = NFkB transloc pot cell count 2 µM; C = MRP resist rev; D = MRP resist rev cytotoxicity; E = MRP resist rev with doxorubicin; F = NFkB transloc inh; G = NFkB transloc inh cell count 2 µM; H = Bcl-B TR3 displacers; I = PLAP inhibition
#21 O=S(=O)(Nc1ccc2c(c1)OCCO2)c1cnc[nH]1
  A: . | B: . | C: 8 | D: 101 | E: 93 | F: . | G: . | H: 0% | I: -12%
#22 O=S(=O)(c1ccc2ccccc2c1)N1CCN(C2CCN(Cc3ccccc3)CC2)CC1
  A: 6 | B: 188 | C: -11 | D: 66 | E: 76 | F: -6 | G: 188 | H: -2% | I: -55%
#23 COc1ccc(S(=O)(=O)n2nc(OC(=O)c3cccs3)cc2N)cc1
  A: 16 | B: 55 | C: . | D: . | E: . | F: -14 | G: 55 | H: 0% | I: -10%
#24 CN(C(=O)COC(=O)c1ccccc1Nc1ccccc1)C1CCS(=O)(=O)C1 (configuration not stated)
  A: 2 | B: 105 | C: 6 | D: 83 | E: 78 | F: -2 | G: 105 | H: 15% | I: -30%
#25 CCOC(=O)CCN(Cc1sccc1C)S(=O)(=O)c1ccc(F)cc1
  A: . | B: . | C: 9 | D: 97 | E: 88 | F: . | G: . | H: -12% | I: -24%
#26 CC(C)OC(=O)c1cc2ccccc2oc1=O
  A: -3 | B: 119 | C: 5 | D: 96 | E: 91 | F: 3 | G: 119 | H: 4% | I: -8%
#27 NS(=O)(=O)c1ccc(NC(=O)CSc2nnc(Cc3cccs3)n2-c2ccccc2)cc1
  A: 2 | B: 150 | C: 1 | D: 81 | E: 80 | F: -2 | G: 150 | H: 0% | I: -23%
#28 O=C(NCc1ccco1)c1cccc(Nc2nc3ccc(Br)cc3[nH]2)c1
  A: 10 | B: 169 | C: . | D: . | E: . | F: -10 | G: 169 | H: 0% | I: -44%
#29 O=C(COc1ccccc1O)N1CCN(C(=O)c2ccco2)CC1
  A: 2 | B: 85 | C: 4 | D: 104 | E: 100 | F: -2 | G: 85 | H: 9% | I: 21%

Source: PubChem BioAssay (several laboratories)
